Luciferase inh = blocks Photinus pyralis firefly luciferase activity; purified firefly luciferase, luminescence, 8 min; AID 411; 72,000 compounds, 2.2% hits; Potency, µM (doses to about 57.1 µM), inactives show top-dose activity change, negative = inhibition, actives largely listed as inhibitors; also: potency is read from the fitted curve at half-maximal effect; % is scaled to controls: 0 for no effect and ±100 for the full control effect; nearly all actives have a fitted effect of over 40% in size
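Inhibition of light generation by firefly luciferase from ATP and luciferin was profiled with concentration-response curves per sample, ATP held at 10 uM within the enzyme's linear range. Plates were read by luminescence after an 8-minute ambient incubation.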
A350 autofl = A350 region autofluorescence; Compound autofluorescence, 340/450 nm, Alexa 350 dye-equivalents; active compounds read high; max dye-equivalent concentration, M; 59,000 compounds, 11% hits; AID 590; in the data active = max dye-equivalent concentration above about 10 nM; inconclusive = mostly about 1.1 nM to 9.6 nM
Casp7 inh = blocks human caspase-7 allosterically or competitively; P55210; recombinant caspase-7, Ac-DEVD-AFC fluorescence rate; Potency, µM (top dose mostly 57.5 µM), without a hit: at the top dose activity change, negative = inhibition, actives largely listed as inhibitors; 75,000 compounds, 0.02% hits; AID 889; active = well fitted inhibition curve with a large enough effect in the main read-out, with a control signal flat, not every such curve was filed as active; inconclusive = small, poorly fitted or top-dose-only effect, or a change in a side signal; also: potency is read from the fitted curve at half-maximal effect; % of control where 0% means no effect
Target sequence (P55210 24-198 limits assumed): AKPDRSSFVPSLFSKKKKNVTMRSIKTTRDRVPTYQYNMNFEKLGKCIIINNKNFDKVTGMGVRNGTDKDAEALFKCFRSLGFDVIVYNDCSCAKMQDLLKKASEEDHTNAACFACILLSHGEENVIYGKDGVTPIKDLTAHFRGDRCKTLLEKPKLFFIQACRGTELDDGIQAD
Target sequence (P55210 207-303 limits assumed): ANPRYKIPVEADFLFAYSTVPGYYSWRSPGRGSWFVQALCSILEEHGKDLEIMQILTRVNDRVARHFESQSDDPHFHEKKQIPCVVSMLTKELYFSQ
ERK AVP inh = vasopressin-driven ERK pathway inhibition; HEK293-V1b, vasopressin-stimulated pERK AlphaScreen; Potency, µM (titrated, usually from 57.5 µM), inactives show top-dose activity, negative = inhibition, actives largely listed as inhibitors; 72,000 compounds, 0.99% hits; AID 995; also: potency is read from the fitted curve at half-maximal effect; % is scaled to controls: 0 for no effect and ±100 for the full control effect; nearly all actives have a fitted effect of over 55% in size
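HEK293 cells stably expressing V1b receptor, preincubated 30 min at 37 °C with compound, then stimulated 5 min with 25 nM vasopressin. Phospho-ERK by AlphaScreen SureFire after 5 h RT; normalized to DMSO and vasopressin; AC50 by Hill fit.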
BRCT PPI green = inhibitors of human BRCA1 BRCT-phosphoprotein interaction (green fluorophore); BRCA1 BRCT-phosphopeptide binding, green fluorescence polarization; P38398; 75,000 compounds, 0.05% hits; Potency, µM (series often up to 76.9 µM), inactives show top-dose activity change, negative = inhibition, hits mostly inhibitors;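 also: potency is read from the fitted curve at half-maximal effect; plate controls were peptide without protein for full effect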
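Fluorescence polarization: His-tagged BRCT (~35 kDa BRCA1 C-terminus, 250 nM) bound to 100 nM fluorescein-labeled phosphorylated 10-aa BACH1 peptide, pH 7.3 phosphate buffer with DTT and Tween 20. Compounds incubated 12 min at room temperature; inhibition read as lowered polarization.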
HEK293 cAMP ctrl = counter-screen for TSHR agonists: cAMP increase in parental HEK293 | parental HEK293 CNG cAMP sensor, membrane potential fluorescence | Potency, µM (highest dose often 57.1 µM), inactives show top-dose activation, usual class: activators | 73,000 compounds, 2.5% hits | AID 938; also: potency is read from the fitted curve at half-maximal effect; % of control where 0% means no effect; nearly all actives have a fitted effect of over 55% in size
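Counterscreen for endogenous-receptor signalling: CNG-channel HEK 293 cells report cAMP rise by membrane depolarization. After 60 min dye equilibration with 100 uM RO 20-1724, compounds incubated 30 min before bottom-read fluorescence at 590 nm.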
USP2a inh = inhibitors of human ubiquitin-specific protease USP2a | O75604 | USP2a enzymatic assay, qHTS inhibition | Potency, µM (titrated, usually from 38.3 µM), without a hit: top-dose activity change, negative = inhibition, actives largely listed as inhibitors | 60,000 compounds, 0.1% hits;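 also: potency is read from the fitted curve at half-maximal effect; nearly all actives have a fitted effect of over 60% in size; plate controls were DMSO for no effect and NEM full inhibition control for full effect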
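USP2 core (20 nM final) was preincubated with compound for 30 min at RT in 20 mM Tris-HCl pH 8.0, 2 mM CaCl2, 2 mM beta-mercaptoethanol; Ub-PLA2 (20 nM) plus NBD C6-HPC (20 uM) then added, fluorescence read after 2.5 h.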
Tau filament bind = binds recombinant human tau filaments; 71,000 compounds, 2% hits; AID 596; P10636; recombinant tau filaments, thioflavin S fluorescence, 15 h; filaments grown with octadecylsulfate alongside compound; Potency, µM (highest dose often 57.1 µM), for inactives: top-dose activity change, negative = inhibition;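 also: potency is read from the fitted curve at half-maximal effect; % is scaled to controls: 0 for no effect and ±100 for the full control effect; actives lower thioflavin S fluorescence by blocking filaments or displacing dye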
Target sequence (P10636 whole entry, looked up): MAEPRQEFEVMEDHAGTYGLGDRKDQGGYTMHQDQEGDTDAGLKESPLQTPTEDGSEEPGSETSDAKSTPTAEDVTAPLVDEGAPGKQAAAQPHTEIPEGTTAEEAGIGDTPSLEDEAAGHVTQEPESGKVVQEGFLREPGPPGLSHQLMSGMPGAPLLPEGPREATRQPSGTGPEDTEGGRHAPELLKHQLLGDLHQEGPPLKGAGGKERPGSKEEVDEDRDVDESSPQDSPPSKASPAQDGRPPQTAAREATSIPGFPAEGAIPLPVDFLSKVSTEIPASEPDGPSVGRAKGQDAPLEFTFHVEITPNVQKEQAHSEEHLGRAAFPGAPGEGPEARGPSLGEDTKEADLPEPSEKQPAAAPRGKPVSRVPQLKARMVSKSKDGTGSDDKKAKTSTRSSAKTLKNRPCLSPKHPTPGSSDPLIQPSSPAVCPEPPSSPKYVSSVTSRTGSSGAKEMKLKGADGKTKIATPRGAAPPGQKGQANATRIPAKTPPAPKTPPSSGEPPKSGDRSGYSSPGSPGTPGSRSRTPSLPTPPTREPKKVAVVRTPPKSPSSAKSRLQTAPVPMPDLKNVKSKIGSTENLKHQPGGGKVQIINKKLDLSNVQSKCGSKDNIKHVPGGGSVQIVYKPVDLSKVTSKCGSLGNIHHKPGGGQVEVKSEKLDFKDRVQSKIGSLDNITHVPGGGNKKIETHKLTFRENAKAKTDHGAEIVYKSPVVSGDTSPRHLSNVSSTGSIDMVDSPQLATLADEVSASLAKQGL
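ThS-based fibril read: tau 1 uM final, inducer ODS 30 uM final, 37 C for 15 h, ex 450/em 510 nm.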
Casp1 inh = allosteric or competitive inhibitors of human caspase-1; P29466; Caspase-1 enzyme, Ac-WEHD-AFC fluorogenic rate; Potency, µM (series often up to 57.5 µM), for inactives: top-dose activity change, negative = inhibition, most hits filed as inhibitors; 75,000 compounds, 0.03% hits; AID 900;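 also: potency is read from the fitted curve at half-maximal effect; plate controls were vehicle for no effect and no substrate for full effect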
CRE Fsk mod = CRE-bla signaling modulation under forskolin stimulation; CHO CRE-bla reporter (cAMP response element driving beta-lactamase), forskolin EC10, beta-lactamase ratio; Potency, µM (highest dose often 38.2 µM), for the others: at the top dose activity change, negative = inhibition, actives largely listed as activators; 71,000 compounds, 2.5% hits; AID 662; active = well fitted activation curve with a large enough effect in the signal ratio, with a control signal flat, not every such curve was filed as active; inconclusive = small, poorly fitted or top-dose-only effect, or effect the other way, or a change in a side signal; the % refers to the signal ratio; also: potency is read from the fitted curve at half-maximal effect; % of control where 0% means no effect
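Beta-lactamase reporter under a cAMP responsive element in CHO cells; compounds tested in titration series against EC10 NKH 477, 3 h at 37 °C. Read-out: CCF4 FRET ratio 460nm/530nm (excitation 405nm) giving %Activity, fitted to AC50.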
BRCT PPI red = disrupts BRCA1 BRCT binding to phosphoprotein, red fluorophore readout; 75,000 compounds, 0.03% hits; Potency, µM (doses to about 76.9 µM), without a hit: top-dose activity change, negative = inhibition, actives largely listed as inhibitors; AID 892; BRCT-phosphopeptide binding, red fluorescence polarization; also: % is scaled to controls: 0 for no effect and ±100 for the full control effect
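Fluorescence polarization: 100 nM His-tagged BRCA1 BRCT with 100 nM TAMRA-labelled phospho-BACH1 decapeptide, phosphate buffer pH 7.3 with 150 mM NaCl, DTT, 0.01% Tween 20; 12 min RT. Binding inhibition seen as FP decrease.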
Active calls of the source: *; i = inactive; ? = inconclusive; · = no result given; & = joins results of further samples; [ ] = dose if it differs, or a comment. Unless noted, calls follow the shape of the dose curve; as a rule, active = well fitted curve in the direction sought with a large enough effect; inconclusive = small, poorly fitted or top-dose-only effect, or another doubt; inactive = no such curve, though single readings can be large; an effect the other way counts as inactive or inconclusive. Compounds were not picked by outcome. Share with any hit: about 16%.

SMILES | Luciferase inh | A350 autofl | Casp7 inh | ERK AVP inh | BRCT PPI green | HEK293 cAMP ctrl | USP2a inh | Tau filament bind | Casp1 inh | CRE Fsk mod | BRCT PPI red
Cc1cccc(-n2ncc3c(NCc4ccc5c(c4)OCO5)ncnc32)c1 | -1% | i | -5% | ? | -2.7% | ? | 19% | 114% | -2% | ? | -1.3%
COCCn1c(=O)c(-c2cn(C)c3ccccc23)nc2cnc(N3CCOCC3)nc21 | 1%[11.4 µM] | i | -9% | 7% | -2.4% | 9% | 3% | 74% | 0% | 0% | -1.4%
COCc1[nH]nc2c1C1(CCSCC1)C(C#N)=C(N)O2 | 0% | i | -1% | -4% | -0.6% | -1% | -4% | -8% | -2% | -2% | 0.1%
Cc1ccccc1OCC(=O)NCCN(C)C | 1% | i | -1% | 2% | -3.9% | 7% | -3% | -8% | -1% | -2% | 1.1%
O=C(NCCSc1c[nH]c2ccccc12)c1ccco1 | 0% | · | 1% | · | -9.4% | 6% | · | -27% | -5% | -12% | 0.7%
CCN1CCCC1CNC(=O)Cn1cc2c(n1)CCC(C)C2 (stereo unspecified) | 2% | · | -1% | -9% | -2.0% | 2% | · | 0% | -3% | -2% | -3.1%
O=C(c1cc2n(n1)C(C(F)(F)F)CC(c1ccco1)N2)N1CCc2ccccc2C1 (stereo unspecified) | 1% | i | -3% | 25µM* | -2.7% | -11% | 22% | -13% | -3% | ? | -1.7%
CSCCC(NC(N)=O)C(=O)NCc1ccccc1Cl (stereo unspecified) | -1% | i | 8% | 20% | -2.0% | ? | -7% | 7% | 0% | -5% | 0.8%
Cn1c(=O)n(CCOc2ccccc2Cl)c2ccccc21 | 0% | i | 1% | -16% | 0.6% | ? | · | 10% | -2% | -4% | -0.2%
Cc1ccc2c(c1)nnn2C1CCN(S(=O)(=O)c2cccc(S(=O)(=O)N(C)C)c2)CC1 | 3% | i | -2% | 6% | -1.3% | 5% | 244%[activator] | 6% | 0% | -9% | -0.5%
CCOC(=O)Nc1sc(C(=O)N(CC)CC)c(C)c1C(=O)OCC | -5% | i | -1% | -22% | 1.0% | 16% | 11% | -3% | -1% | 4µM* | -1.1%
COc1cccc(-n2c(=O)[nH]cc(C(=O)Nc3ccc(NC(C)=O)cc3)c2=O)c1 | -11% | · | 1% | · | -0.5% | -7% | · | 1% | -2% | 4% | 1.7%
CC1CC(C)CN(CCCNC(=O)c2cn(C)c3ccc(S(=O)(=O)N4CCCC4)cc3c2=O)C1 (stereo unspecified) | 0% | i | -4% | 23% | -1.9% | 15% | 12% | -3% | 2% | 6% | 0.4%
CN=C(Nc1ccc2c(c1)OCO2)SC1CC(=O)N(c2ccccc2)C1=O (stereo unspecified) | 0% | i | 0% | -5% | -0.2% | -17% | 17% | -3% | -2% | -4% | 0.6%
CCOC(=O)C1=C(C)NC(=O)NC1c1ccc(OC)c(Cl)c1 (stereo unspecified) | 1% | ? | 2% | -18% | -0.5% | 12% | 8% | 0% | 0% | ? | -0.4%
COc1ccc(S(=O)(=O)N2CCCC(C(=O)Nc3cccnc3)C2)cc1Cl (stereo unspecified) | 2% | i | 1% | ? | 0.4% | 18% | 11% | -3% | -2% | -1% | 0.9%
Cc1occc1-c1nnc(SCC(=O)N2CCc3ccccc32)o1 | -1% | ? | 1% | 3% | -1.5% | 25% | 7% | 18% | -2% | -10% | 0.2%
Cc1ccccc1Cn1nc(C)c(NC(=O)c2nc3n(n2)C(C(F)F)CC(C)N3)c1C (stereo unspecified) | 2% | i | 0% | -13% | 0.0% | 4% | 25% | 8% | 0% | -15% | 0.4%
COCCn1nnnc1SCC(=O)c1ccc(F)cc1 | -8% | i | 0% | -10% | 0.0% | 7% | ? | -4% | 0% | -9% | 0.2%
CC(CNS(=O)(=O)c1cc(Cl)ccc1Cl)CN(C)C (stereo unspecified) | -1% | i | 1% | -1% | -0.8% | 10% | 0% | -9% | -3% | -2% | -0.1%
O=C1CCCC2=C1C(O)(C(F)(F)F)C(=O)N2Cc1ccccc1 (stereo unspecified) | 3% | i | -1% | 8% | -1.6% | 3% | -1% | -3% | 1% | 2% | 0.2%
Cc1n[nH]c(C)c1S(=O)(=O)N1CCN(C2CCCCC2)CC1 | -1% | i | -1% | 36%[activator] | -2.5% | 2% | 13% | -5% | -2% | -10% | 0.4%
CN(C(=O)c1cccc(C#N)c1)c1nnc(-c2cnccn2)s1 | 4% | i | 0% | -9% | 0.0% | ? | 0% | 9% | -1% | -3% | -2.0%
COc1ccc(CSc2nnnn2C)cc1F | 0% | · | 0% | -1% | -1.5% | 8% | 2% | -18% | -3% | 2% | 0.2%
COc1ccc(O[C@H]2C=C[C@@H](c3ccccc3)O[C@@H]2CON=C(C)C)cc1 | 0%[11.4 µM] | · | -5%[11.5 µM] | 20%[11.5 µM] | 0.8%[15.4 µM] | -1%[11.4 µM] | · | · | 0%[11.5 µM] | · | -0.4%[15.4 µM]
SMILES | Luciferase inh | A350 autofl | Casp7 inh | ERK AVP inh | BRCT PPI green | HEK293 cAMP ctrl | USP2a inh | Tau filament bind | Casp1 inh | CRE Fsk mod | BRCT PPI red
CCOc1ccc(N(CC(=O)O)S(=O)(=O)c2ccc(F)cc2)cc1 | 0% | i | 0% | -11% | -1.3% | 5% | 1% | 5% | 4% | 0% | 0.1%
Cc1ccc(C)c(N2C(=O)CN=C2Nc2ccccc2Cl)c1 | -1% | 1.9e-08M* | -1% | 9% | -1.8% | 1% | 2% | -3% | 0% | -8% | -1.6%
CCOCC(=O)Nc1ccc(F)c(F)c1 | -1% | i | 0% | -9% | -2.8% | 7% | 5% | -5% | 0% | -4% | 1.1%
CCCCN1CCC(COC(=O)c2cc(Cl)c(N)c3c2OCCO3)CC1 | -2% | i | 4% | -7% | -3.3% | 15% | 15% | 3% | -2% | -6% | -1.6%
CC(CN1CCCCC1)OC(=O)Cc1ccc(Cl)cc1 (stereo unspecified) | 2% | i | 2% | 0% | -1.8% | ? | · | -18% | 0% | 0% | -1.1%
Cc1c(N=C=O)cccc1N=C=O | · | · | -9% | 12% | -3.7% | 10% | · | 91% | -7% | -10% | -0.3%
CCCCN(CCCNC(=O)C1CCN(S(=O)(=O)N2CCOCC2)CC1)Cc1ccccc1 | 0% | i | 0% | 0% | -0.4% | 1% | 6% | -5% | 1% | -7% | 0.1%
CC(C)C(=O)Nc1ccc(N2CCN(S(C)(=O)=O)CC2)cc1 | 3% | i | 1% | 6% | -1.2% | 0% | -4% | -8% | 0% | -12% | 0.6%
C=C(C)C1CC=C(C)C(O)C1 (stereo unspecified) | · | · | 0% | -3% | 0.0% | 16% | · | 4% | -1% | -2% | 0.3%
CN1C(=O)N(C)C2C1NC(=O)N2C (stereo unspecified) | 2% | i | -2% | -18% | -2.2% | -2% | 4% | 6% | 0% | -4% | 0.1%
CO[C@@H]1COC(=O)[C@H](C)NC(=O)C/C=C\[C@@H](C)[C@@H](NS(=O)(=O)c2ccc(C)cc2)COC(=O)C/C=C\[C@@H]1C | 1%[11.4 µM] | · | 1%[11.5 µM] | 26%[11.5 µM] | -2.5%[15.4 µM] | -1%[11.4 µM] | · | · | -1%[11.5 µM] | · | 1.2%[15.4 µM]
CCCc1c(-c2ccc(O)cc2)nn(-c2ccc(O)cc2)c1-c1ccc(O)cc1 | 0%&-1% | i | -7% | -26% | -3.7% | ? | ? | ? | -3% | ? | -1.8%
CCCCC#Cc1nc(N)c2ncn([C@@H]3O[C@@H](C(=O)NCC)[C@H](O)[C@@H]3O)c2n1 | 3% | ? | 0% | ? | -3.3% | 2µM* | 11% | -3% | 3% | 27% | -2.8%
O=C(COc1ncnc2ccc(Br)cc12)N1CCOCC1 | -1% | i | -1% | -3% | -1.0% | -2% | 2% | 4% | -3% | -3% | 0.1%
FC(F)(F)c1ccccc1-c1cc(NCc2ccccc2)ncn1 | 2%[2.29 µM] | i | -5% | -11% | -0.9% | ? | -6% | 4% | -2% | -12% | -1.0%
Oc1ccc2c(c1)OC(c1ccc(O)c(O)c1)C(O)C2 (stereo unspecified) | · | · | -4% | ? | 0.6% | · | -7% | · | 2% | · | 1.3%
COc1ccccc1NC(=O)CSc1nc2ccccc2n1C(C)=O | -4% | i | 1% | 21% | -1.4% | 27% | 5% | -5% | -2% | 23% | -3.8%
COCCNC(=O)C(C)Oc1ccc(Cl)cc1Cl (stereo unspecified) | 0% | · | 1% | -5% | -1.0% | 7%[11.4 µM] | -1%[7.66 µM] | -6%[11.4 µM] | -1% | 27%[7.6 µM] | -1.2%
Cc1cc2ccccc2c(=O)n1CC(=O)NCC(=O)N1CCN(c2ccccc2)CC1 | 1% | i | -2% | -2% | -5.2% | 3% | -5% | 12% | 1% | ? | -0.7%

Bioassay records (PubChem)
